High-throughput results from PubChem BioAssay.
SV40 large T antigen = SV40 large T antigen inhibitors, biochemical (AID 1903); SV40 large T antigen ATPase/helicase inhibition assay; higher % means a stronger effect; one-dose inhibition, % at 20 µM; IC50 in µM for titrated hits; 310,000 tested, 0.39% active; in the data active = a potency from the dose series; also: strong numbers were not always called active
GPR55 activation = GPR55 agonists via beta-arrestin recruitment, primary screen, imaging, U2OS cells, beta-arrestin-GFP redistribution (AID 1961) | one-dose activation, % at 10 µM; EC50 in µM for titrated hits | 290,000 tested, 0.048% active | U2OS GPR55 beta-arrestin-GFP redistribution imaging; higher % means a stronger effect;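 active = activation above 40% with more than 50 cells counted in the well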;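 also: U2OS osteosarcoma cells stably expressing GPR55 and beta-arrestin-GFP; plate controls were DMSO negative control for no effect and LPI positive control for full effect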
GPR55 antagonists = GPR55 antagonists blocking LPI-driven arrestin recruitment, primary screen, imaging, U2OS, beta-arrestin-GFP, LPI agonist (AID 2013); U2OS GPR55 beta-arrestin-GFP translocation imaging, LPI antagonism; higher % means a stronger effect; one-dose inhibition, % at 10 µM; IC50 in µM for titrated hits; 290,000 tested, 0.13% active;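 active = spots per cell inhibited over 60%, with over 100 cells counted and total cytoplasm intensity under 500,000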;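 also: U2OS cells stably carrying GPR55 and arrestin-GFP stimulated by 5 µM LPI near EC80; imaged beta-arrestin-GFP aggregate spots per cell after agonist stimulation; plate controls were LPI-stimulated DMSO wells for no effect and DMSO wells without LPI for full effect; some results filed as inactive read as strong as hits; confirmed hits need IC50 under 10 µM and bright autofluorescent wells are also inconclusive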
NTR1 ag = NTR1-driven beta-arrestin-GFP spot formation – imaging, U2OS cells, high content, primary screen (AID 493036); P30989; agonist mode; activation, % at 20 µM; 330,000 tested, 0.17% active;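 active = activation at or above 40% of the spot to cytoplasm intensity ratio, with at least 20 cells analyzed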;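 also: 0% = DMSO without peptide and 100% = 100 nM NTR1 peptide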
Target sequence (P30989 whole entry, looked up): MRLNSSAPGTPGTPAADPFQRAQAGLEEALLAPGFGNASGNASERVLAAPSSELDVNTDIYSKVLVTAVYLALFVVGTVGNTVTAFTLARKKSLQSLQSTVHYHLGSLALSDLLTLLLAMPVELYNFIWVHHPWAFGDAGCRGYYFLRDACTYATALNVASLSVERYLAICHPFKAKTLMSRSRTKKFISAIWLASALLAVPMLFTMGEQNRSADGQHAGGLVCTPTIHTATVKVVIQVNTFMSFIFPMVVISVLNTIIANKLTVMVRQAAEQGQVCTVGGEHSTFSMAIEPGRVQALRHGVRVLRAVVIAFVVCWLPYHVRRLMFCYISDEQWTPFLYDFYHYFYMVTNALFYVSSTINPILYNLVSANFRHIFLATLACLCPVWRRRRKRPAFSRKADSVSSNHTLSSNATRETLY
GPR35 antagonists = GPR35 antagonists blocking zaprinast-driven arrestin recruitment, primary screen, imaging, U2OS, beta-arrestin-GFP, zaprinast agonist (AID 2058). inhibition, % at 10 µM; hits with a dose series show IC50 in µM. 290,000 tested, 0.052% active. U2OS GPR35 beta-arrestin-GFP translocation imaging, zaprinast antagonism; higher % means a stronger effect;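 active = inhibition of at least 50% with at least 30 cells and total cytoplasm GFP at most 10,000,000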
LYP inhibition = inhibitors of LYP phosphatase, biochemical, fluorescence intensity, uHTS (AID 1779). one-dose inhibition, % at 11.5 µM; IC50 in µM for titrated hits. recombinant LYP phosphatase, fluorescence intensity; higher % means a stronger effect. 290,000 tested, 0.054% active; in the data active = inhibition above about 50%;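 also: plate controls were vehicle with enzyme for no effect and no enzyme for full effect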
Lipid droplet = modulators of hepatic lipid droplet formation; 240,000 tested, 0.4% active; inhibition, % at 6.5 µM; AML12 mouse hepatocytes, oleate lipid droplets, BODIPY imaging; AID 1656;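 active = lipid droplet intensity inhibited by at least 50%, with more than 500 cells counted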
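Material – AML12 mouse liver cells · Also added – oleate loading, 100 µM · Compound dosing – 6.5 µM single-point dosing · Times – overnight treatment with compound plus oleate · Measured by – fluorescence imaging, 20x objective, two fields per well · Read-out – percent inhibition of filter-corrected integrated lipid droplet intensity per well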
T cell HTS = modulates CD8 T cell binding to vesicles. 330,000 tested, 0.068% active. 2C CD8+ T cell-vesicle binding, flow cytometry; hits give low values. AID 2052. calls only at 7 µM;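 active = response, share of CD8 T cells binding vesicles, and their 90th percentile fluorescence all below set limits, cut at about 80% in these data, passing the limit was not always enough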
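Material: murine 2C transgenic CD8+ T lymphocytes / Also added: QL9-peptide-loaded Drosophila micro-vesicles bearing Ld, ICAM-1 and B7-1 / Schedule: binding step 1.5 h, 37 °C, antibody labelling 20 min, ice / Signal: flow cytometry, PE anti-B7-1 (FL2) versus Alexa647 anti-CD8 (FL8), PFA-fixed / Evaluation: percent CD8+ FL2 mean versus row control / Benchmarks: naked versus QL9-loaded vesicles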
Rac1 GTP hydrolysis = MgcRacGAP GTPase-activating activity inhibitors, confirmation, biochemical, ADP Hunter fluorescence; MgcRacGAP-stimulated Rac1 GTP hydrolysis, ADP Hunter fluorescence; higher % means a stronger effect; GST-tagged Rac1 F28L mutant substrate; inhibition, % at 30 µM; hits with a dose series show IC50 in µM; 340,000 tested, 0.6% active; AID 624330;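 active = first-screen hits whose inhibition reached a set limit at any dose in the follow-up dose series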;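 also: fluorescence reports GDP produced by GAP-driven GTP hydrolysis; strong numbers were not always called active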
Lipid droplet cells 6.5 µM = recorded beside Lipid droplet, whose call it bears; cell count; measured here: cell count, cytotoxicity flag;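 cells counted across two imaged fields per well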
T cell HTS vesicle-bound % = second read-out of T cell HTS, no call of its own (marks repeat the call); double positive events, %; measured here: CD8+ vesicle-bound cell fraction;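 binding gate set so that unloaded-vesicle control wells show 10% double positive cells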
NTR1 ag cell count 20 µM = further read-out of NTR1 ag, marked with its call; cell count; measured here: cell count, cytotoxicity flag
An asterisk follows results filed as active; i = inactive; nt = not tested or not shown.

SMILES	Rac1 GTP hydrolysis	GPR55 antagonists	T cell HTS vesicle-bound %	NTR1 ag cell count 20 µM	SV40 large T antigen	Lipid droplet	GPR55 activation	GPR35 antagonists	T cell HTS	NTR1 ag	Lipid droplet cells 6.5 µM	LYP inhibition
CCC1(c2ccccc2)NC(=O)N(CC(=O)N(C)CC(=O)Nc2c(C)cccc2C)C1=O (centres undefined)	-11%	-1%	35	53	11%	6	-0.1%	17%	i	0.0	644	-8%
CCCCN(Cc1ccccc1)S(=O)(=O)c1cc(Br)cc2c1N(C(C)=O)C(C)C2 (centres undefined)	5%	7%	23	57	2%	-10	0.0%	2%	i	3.0	770	4%
O=C(c1ccccc1)N1CCN(C(=O)c2ccc3c(c2)OCO3)CC1	5%	10%	48	49	12%	6	-0.2%	16%	i	-1.1	740	-10%
Cc1c(CC=C(Cl)Cl)c(=O)[nH]c2c(C)cccc12	4%	-6%	45	85	16%	-8	0.2%	-6%	i	0.4	648	-7%
COc1cc(CC(NC(C)=O)C(=O)NC2CCN(c3nc(OC)nc(OC)n3)CC2)cc(OC)c1 (centres undefined)	6%	8%	18	66	16%	25	-0.1%	-11%	i	0.5	660	0%
COc1ccc(CCNC(=O)c2ccc(N3CCCCS3(=O)=O)cc2)cc1OC	-3%	12%	50	56	1%	24	-0.1%	3%	i	-0.2	705	-7%
CC(C)N(C(C)C)S(=O)(=O)c1ccc(NN)nc1	5%	7%	56	56	16%	-2	0.3%	2%	i	2.6	679	-8%
Cc1cccc(C)c1NC(=S)NC(C)CCc1ccccc1 (centres undefined)	3%	9%	7	65	0%	-34	0.2%	-13%	i	-0.2	692	-6%
O=C1COc2ccc(C(=O)COC(=O)CCSc3ccc(Cl)cc3)cc2N1	0%	-1%	48	56	8%	-4	-0.1%	9%	i	2.5	572	4%
NC(=O)C(c1ccc(Br)cc1)c1ccc(C(=O)c2ccccc2)cc1 (centres undefined)	9%	9%	46	90	9%	nt	0.7%	-7%	i	12	nt	-1%
CCOc1ccccc1N(CC(=O)Nc1ccc(S(=O)(=O)N2CCCC2)cc1)S(C)(=O)=O	4%	-2%	60	47	4%	-4	-0.1%	43%	i	0.0	798	-10%
O=C(CCc1nnc(CCCCc2ccccc2)o1)NCCN1CCCCC1=O	8%	4%	40	54	-2%	-7	-0.1%	6%	i	1.6	744	-11%
CCCCN=C1SC(C(=O)Nc2sc3c(c2C(=O)OC)CCC3)C(N)=C1C(=O)N1CCOCC1 (centres undefined)	4%	nt	22	55	16%	nt	nt	nt	i	6.1	nt	nt
Cc1sc2ncnc(SC(C)C#N)c2c1C (centres undefined)	4%	nt	12	51	11%	nt	nt	nt	i	0.5	nt	nt
Cc1ccccc1N1CC(C(=O)Nc2nnc(SCc3ccccn3)s2)CC1=O (centres undefined)	5%	10%	66	70	8%	1	-0.1%	-2%	i	-0.4	807	0%

The list goes on:
SMILES	Rac1 GTP hydrolysis	GPR55 antagonists	T cell HTS vesicle-bound %	NTR1 ag cell count 20 µM	SV40 large T antigen	Lipid droplet	GPR55 activation	GPR35 antagonists	T cell HTS	NTR1 ag	Lipid droplet cells 6.5 µM	LYP inhibition
N#CCCN(C(=O)Nc1ccc(Cl)cc1)c1ccccc1	6%	-14%	54	54	2%	5	0.3%	-10%	i	-0.6	823	-10%
COc1ccc(NC(=O)c2cc3n(n2)C(C(F)(F)F)CC(c2ccco2)N3)cc1 (centres undefined)	14%	6%	52	50	1%	nt	0.1%	-2%	i	0.7	nt	-4%
CCOC(=O)c1ccc(NC(=O)c2nc[nH]c2C(=O)N[C@@H](CCCCNC(=O)OC(C)(C)C)C(=O)OC(C)(C)C)cc1	5%	18%	51	75	28%	17	0.7%	-10%	i	16	683	15%
CN(C)CCCN(C(=O)c1ccc2c(c1)CCCC2)c1nc2ccc(Cl)cc2s1	8%	50%	30	59	4%	-7	0.3%	-8%	i	12	595	-5%
COc1cccc(-c2cc(C(F)(F)F)n3nc(C(=O)Nc4c(C)n(C)n(-c5ccccc5)c4=O)cc3n2)c1	7%	8%	39	55	-4%	0	-0.1%	-4%	i	4.9	719	3%
COc1ccc(S(=O)(=O)Nc2ccccc2C(F)(F)F)cc1	0%	5%	37	54	-1%	0	0.2%	5%	i	-0.2	806	6%
C=CCc1ccccc1OCC(O)CN1CCN(c2ccc(OC)cc2)CC1 (centres undefined)	9%	20%	15	84	10%	nt	0.3%	6%	i	2.7	nt	-6%
Cc1cc(C)n2nc(C(=O)OCC(=O)N3CCC3)nc2n1	3%	-3%	30	48	3%	4	0.1%	17%	i	-1.1	740	-3%
Cc1ccc(CN2CCNC(=O)C2CC(=O)NC2CCCCCC2)o1 (centres undefined)	13%	-3%	60	69	14%	-7	0.2%	-8%	i	3.6	714	-2%
O=C(Nc1nc(-c2ccccc2)cs1)NC1CCCCC1	13%	4%	nt	50	4%	14	0.1%	-5%	nt	28	573	7%
COc1cc2ccc(=O)oc2c(CC=C(C)C)c1OC	5%	4%	42	100	3%	-12	0.0%	4%	i	3.1	676	0%
COc1ccc(C(=O)/C=C2\NCC3c4ccccc4CCN3C2=O)cc1 (centres undefined)	3%	-6%	26	81	16%	nt	-0.1%	14%	i	2.4	nt	-8%
CC(C)CC(=O)Nc1ccc(C(=O)NNC(=S)NC(=O)C2CCCCC2)cc1	9%	27%	45	56	17%	nt	-0.1%	2%	i	-0.6	nt	-9%
CCCCNc1cc(C)nc(NCc2ccccc2)n1	10%	2%	44	43	9%	nt	-0.1%	16%	i	16	nt	-8%
O=C1CCCc2c1cc(-c1ccccc1)n2-c1ccccc1	11%	9%	12	53	1%	nt	-0.2%	17%	i	7.6	nt	-2%

A second format for some results above.
mol: COc1cc(CC(NC(C)=O)C(=O)NC2CCN(c3nc(OC)nc(OC)n3)CC2)cc(OC)c1 (centres undefined)
  Rac1 GTP hydrolysis: 6%
  GPR55 antagonists: 8%
  T cell HTS vesicle-bound %: 18
  NTR1 ag cell count 20 µM: 66
  SV40 large T antigen: 16%
  Lipid droplet: 25
  GPR55 activation: -0.1%
  GPR35 antagonists: -11%
  T cell HTS: i
  NTR1 ag: 0.5
  Lipid droplet cells 6.5 µM: 660
  LYP inhibition: 0%
mol: COc1ccc(CCNC(=O)c2ccc(N3CCCCS3(=O)=O)cc2)cc1OC
  Rac1 GTP hydrolysis: -3%
  GPR55 antagonists: 12%
  T cell HTS vesicle-bound %: 50
  NTR1 ag cell count 20 µM: 56
  SV40 large T antigen: 1%
  Lipid droplet: 24
  GPR55 activation: -0.1%
  GPR35 antagonists: 3%
  T cell HTS: i
  NTR1 ag: -0.2
  Lipid droplet cells 6.5 µM: 705
  LYP inhibition: -7%
mol: CC(C)N(C(C)C)S(=O)(=O)c1ccc(NN)nc1
  Rac1 GTP hydrolysis: 5%
  GPR55 antagonists: 7%
  T cell HTS vesicle-bound %: 56
  NTR1 ag cell count 20 µM: 56
  SV40 large T antigen: 16%
  Lipid droplet: -2
  GPR55 activation: 0.3%
  GPR35 antagonists: 2%
  T cell HTS: i
  NTR1 ag: 2.6
  Lipid droplet cells 6.5 µM: 679
  LYP inhibition: -8%

The list continues:
SMILES	Rac1 GTP hydrolysis	GPR55 antagonists	T cell HTS vesicle-bound %	NTR1 ag cell count 20 µM	SV40 large T antigen	Lipid droplet	GPR55 activation	GPR35 antagonists	T cell HTS	NTR1 ag	Lipid droplet cells 6.5 µM	LYP inhibition
Cc1cccc(-n2cnc3c(c2=O)c2nc4ccccc4nc2n3Cc2ccco2)c1	15%	14%	32	63	nt	2	0.0%	0%	i	4.4	767	-1%
COc1cc(/C=N/NC(=O)c2sc3ccccc3c2Cl)ccc1OC(=O)c1ccc([N+](=O)[O-])cc1	-2%	4%	12	61	17%	-1	-0.1%	14%	i	-0.4	607	6%
COc1cc(CC(=O)N2CCc3ccccc32)cc(OC)c1OC	-4%	-11%	40	96	-4%	2	0.2%	-1%	i	-1.7	748	-7%
COc1ccc2c3c([nH]c2c1)C1CC2C(CC(O)C(OC)C2CO)CN1CC3 (centres undefined)	1%	9%	59	111	8%	-2	-0.1%	3%	i	-0.6	656	-5%
CC(C)=CC(=O)OCC(=O)NC(=O)NC(C)(C)C	2%	-3%	41	51	-1%	-4	-0.1%	8%	i	-0.5	700	3%
CCN(C(=O)CSc1nnc(-c2ccc(F)cc2)c2ccccc12)C1CCS(=O)(=O)C1 (centres undefined)	7%	3%	36	34	9%	2	-0.1%	-2%	i	2.1	685	5%
COc1ccc(C)cc1NC(=O)NCc1ccccn1	3%	15%	45	71	9%	3	0.0%	4%	i	-0.7	672	-8%
O=C(CCc1nnc(Cc2c[nH]c3ccccc23)o1)NCC1CC12CCCCC2 (centres undefined)	-2%	-4%	36	45	30%	-12	0.0%	-1%	i	1.1	654	5%
CC1OC2(C)OC(=N)C1(C#N)C(C#N)(C#N)C2c1ccccc1 (centres undefined)	9%	9%	54	41	12%	-6	-0.1%	-14%	i	3.1	619	0%
COc1cc(C)nc(NC(=O)COc2ccc(Cl)cc2C)n1	3%	-13%	61	79	-7%	6	0.0%	8%	i	3.3	721	-10%
Nc1c(-c2ccccc2Cl)cnn1-c1cccc([N+](=O)[O-])c1	2%	17%	24	80	7%	nt	-0.1%	-7%	i	0.4	nt	-10%
CC(=O)Oc1ccc2nc(-c3ccc(Br)o3)oc(=O)c2c1	8%	-9%	48	67	14%	0	0.6%	6%	i	1.8	820	3%

Random draw from the library; overall some 1.8% were active at least once.
